# Compound activity deposited in PubChem by National Center for Advancing Translational Sciences (NCATS).
# USP2a inh: USP2a (human) protease inhibition; O75604; USP2 core, Ub-CHOP2 coupled fluorogenic reporter, 485/531; Potency, µM (doses to about 38.3 µM), inactives show at the highest dose activity change, negative = inhibition, usual class: inhibitors; 330,000 tested, 0.01% active; AID 463254;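 note: potency is the fitted concentration of half-maximal effect; plate controls were DMSO wells for no effect and full inhibition by NEM control for full effect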
#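 Deubiquitinase activity read as fluorescence (485/531 nm) after Ub-CHOP2 cleavage activates the enterokinase reporter on its substrate; USP2 core 10nM, Ub-CHOP2 and substrate 25nM each, 30min compound preincubation then 60min RT; data normalized to NEM, curves fitted.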
# KCNH2 WT inh: blocks the wildtype human KCNH2 potassium channel; 340,000 tested, 0.37% active; activity change, % at 1.84 µM; AID 720551; U2OS, BacMam KCNH2, thallium flux FluxOr; stronger effect = lower value; Q12809;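 active = maximum activity change below -70%; inconclusive = maximum activity change between -70% and -50%; inactive = maximum activity change above -50%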
#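 U2OS cells were transduced with wild-type KCNH2 virus (2.03 x 10^8 / mL) for 4 h at room temperature, then cultured overnight at 37 C. Thallium flux was read with FluxOr dye. Rate constants were normalized to DMSO controls.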
# BCR signal inh: chronic active BCR signaling inhibition. ABC-DLBCL IkBa-CBG/CBR reporter, luminescence ratio, 4 h. Potency, µM (series often up to 46.1 µM), for the others: top-dose ratio change, negative = lower green/red ratio, actives largely listed as inhibitors. 340,000 tested, 0.05% active. AID 493014; active = well fitted inhibition curve with a large enough effect in the signal ratio, with a control signal flat, not every such curve was filed as active; inconclusive = small, poorly fitted or top-dose-only effect, or effect the other way, or a change in a side signal; the % refers to the signal ratio;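 note: potency is the fitted concentration of half-maximal effect; plate controls were basal doxycycline-induced cells for no effect and cells given 10 µM MG132 for full effect; MG132 reads +100%, hits lower the ratio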
#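 Doxycycline induced both beetle luciferases in TMD8 lymphoma cells; IKK-driven degradation limits the IkappaBalpha-fused green signal, while red luminescence normalises for cell number and nonspecific effects. Compounds tested up to 46 uM, 4 hrs.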
# FBPA coupling cs: coupling enzyme interference in Giardia aldolase counter-screen; coupling enzyme system counterscreen, AmpLite Red fluorescence; activity change, negative = inhibition, % at 58.2 µM, hits read low; 290,000 tested, 0.67% active; AID 2472; in the data active = activity change below about -30%
#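 Coupling enzymes only (glyceraldehyde-3-phosphate) + compound, at 57.5 uM final, 10 min RT; add substrate/coupling/AmpLite Red mix, 20 min RT; fluorescence ex 525/em 598 nm. Actives flag coupling-system interference.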
# GALK inhibitor: galactokinase (human) inhibition; P51570; Purified GALK, Kinase-Glo residual ATP luminescence; Potency, µM (titrated, usually from 57.5 µM), for inactives: top-dose activity change, negative = inhibition, usual class: inhibitors; 270,000 tested, 0.007% active; AID 1868; note: potency is the fitted concentration of half-maximal effect
#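 ATP-depletion format; final 35 uM ATP, 100 uM D-galactose, 5 nM enzyme; pH 8.0 HEPES/Mg2+ buffer; 60 min RT; luminescence read 10 min after detection reagent.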
# uPA surface inh: cell surface uPA generation inhibition; cell surface uPA generation assay, qHTS; Potency, µM (highest dose often 38.3 µM), for the others: top-dose activity change, negative = inhibition, actives largely listed as inhibitors; 330,000 tested, 0.31% active; AID 540303; active = well fitted inhibition curve with a large enough effect; inconclusive = small, poorly fitted or top-dose-only effect; inactive = no such curve, though single readings can be large or run the other way; tested in mouse RAW 264.7 cells; note: potency is the fitted concentration of half-maximal effect; nearly all actives have a fitted effect of over 55% in size
# Giardia kill: Giardia lamblia killing; activity change, % at 7.66 µM, hits read low; Giardia lamblia trophozoite viability; 340,000 tested, 0.15% active; in the data active = activity change below about -80%; inconclusive = between about -30% and that limit;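 note: parasites exposed to compound for two days anaerobically before the ATP read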
#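 Trophozoites 100 cells/well + cpd; 48 hrs, 37 deg C, anaerobic. ATPLite 1-Step added, 15-30 min RT, luminescence read (ATP-based viability).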
# Eya2 phos inh: inhibitors of human Eya2 phosphatase activity; 330,000 tested, 0.006% active; AID 488837; recombinant Eya2, OMFP fluorescence dephosphorylation (OMFP is methylfluorescein phosphate); Potency, µM (series often up to 76.9 µM), inactives show top-dose activity, negative = inhibition, most hits filed as inhibitors; note: potency is the fitted concentration of half-maximal effect
# Target sequence (O00167 whole entry, looked up): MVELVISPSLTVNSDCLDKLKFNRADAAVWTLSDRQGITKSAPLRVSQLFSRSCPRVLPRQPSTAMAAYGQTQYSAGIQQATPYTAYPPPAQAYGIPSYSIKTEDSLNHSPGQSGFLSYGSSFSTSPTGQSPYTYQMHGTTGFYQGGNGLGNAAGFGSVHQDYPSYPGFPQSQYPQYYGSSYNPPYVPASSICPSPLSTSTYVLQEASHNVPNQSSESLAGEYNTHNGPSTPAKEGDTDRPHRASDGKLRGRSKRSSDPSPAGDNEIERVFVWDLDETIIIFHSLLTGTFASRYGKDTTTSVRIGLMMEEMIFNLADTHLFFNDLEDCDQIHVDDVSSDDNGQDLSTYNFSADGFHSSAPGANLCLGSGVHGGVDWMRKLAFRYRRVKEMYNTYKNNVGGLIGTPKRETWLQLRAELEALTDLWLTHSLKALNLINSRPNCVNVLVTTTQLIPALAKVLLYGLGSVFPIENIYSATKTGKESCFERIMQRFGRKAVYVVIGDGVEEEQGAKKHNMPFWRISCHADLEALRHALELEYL
#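 Eya2 (0.2 uM) preincubated 10 min at ambient with compound, then OMFP substrate added at 50 uM; 10 min reaction in 50 mM HEPES pH 7.5, 50 mM NaCl, 5 uM MgCl2, 0.05% BSA, 1 mM DTT. Fluorescence read at Ex 485/Em 525 nm.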
# PKM2 act: increases activity of human pyruvate kinase M2; P14618; purified PKM2, Kinase-Glo ATP luminescence, activation; response scale: 0% is enzyme alone, no compound; Potency, µM (doses to about 57.5 µM), without a hit: at the top dose activation, most hits filed as activators; 260,000 tested, 0.34% active; note: potency is the fitted concentration of half-maximal effect; nearly all actives have a fitted effect of over 55% in size
#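 Purified hPK-M2 (>95%) run at intermediate activity with 0.1 mM ADP and 0.5 mM PEP in 50 mM imidazole pH 7.2, KCl, MgCl2; 1 h room temperature. ATP formed read by Kinase-Glo luminescence; normalized to uninhibited and no-enzyme controls.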
# B2AR arrestin: beta2AR (human) beta-arrestin recruitment activity | Potency, µM (highest dose often 46.1 µM), for inactives: at the top dose activation, hits mostly activators | AID 492947 | beta-arrestin recruitment to beta2AR, cell-based reporter | P07550 | 330,000 tested, 0.02% active;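 note: potency is the fitted concentration of half-maximal effect; 0% = DMSO controls and full agonism = EC100 isoproterenol or metaproterenol; nearly all actives have a fitted effect of over 65% in size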
# Target sequence (P07550 whole entry, looked up): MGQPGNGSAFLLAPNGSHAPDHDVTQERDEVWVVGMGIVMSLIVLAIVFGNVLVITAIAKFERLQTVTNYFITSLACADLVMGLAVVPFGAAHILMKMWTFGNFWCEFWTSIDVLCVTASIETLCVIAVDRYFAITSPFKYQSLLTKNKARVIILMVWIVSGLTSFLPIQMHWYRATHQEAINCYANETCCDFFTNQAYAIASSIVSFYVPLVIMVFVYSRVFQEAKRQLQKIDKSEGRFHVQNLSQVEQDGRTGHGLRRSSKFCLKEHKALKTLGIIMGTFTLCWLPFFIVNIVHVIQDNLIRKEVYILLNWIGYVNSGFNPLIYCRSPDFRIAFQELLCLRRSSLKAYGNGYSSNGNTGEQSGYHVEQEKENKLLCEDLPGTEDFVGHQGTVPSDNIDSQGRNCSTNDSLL
# KCNH2 3.1 block: blocks the human KCNH2 3.1 channel isoform. U2OS KCNH2 3.1, thallium flux FluxOr; stronger effect = lower value. activity change, % (tested at about 1.8 µM). 340,000 tested, 0.95% active;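 active = maximum activity change below -70%; inconclusive = maximum activity change from -70% to -50%; inactive = maximum activity change above -50%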;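 note: thallium influx rate constant from kinetic fluorescence after stimulation buffer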
#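 Normalized rate constant (relative to positive and negative DMSO controls) derived from a 2 min kinetic fluorescence read after stimulation; U2OS cells expressing the 3.1 isoform via virus at 1.77 x 10^8 /mL.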
# An asterisk follows results filed as active; ? = inconclusive; · = no result given; [ ] = another dose, or the depositor's remark. Unless noted, calls come from the whole dose curve; as a rule, active = well fitted curve in the direction sought with a large enough effect; inconclusive = small, poorly fitted or top-dose-only effect, or another doubt; inactive = no such curve, though single readings can be large; an effect the other way counts as inactive or inconclusive. Unless noted, % is set by controls: 0 for no effect and ±100 for the full control effect.
# The first two entries, to show the layout:
SMILES,USP2a inh,KCNH2 WT inh,BCR signal inh,FBPA coupling cs,GALK inhibitor,uPA surface inh,Giardia kill,Eya2 phos inh,PKM2 act,B2AR arrestin,KCNH2 3.1 block
CCCc1cc(=O)oc2c(C)c(OC(C)C(=O)NCc3ccccn3)ccc12 (configuration not stated),0%,-7,-4%,1,5%,-1%,-3,5%,0%[0.46 µM],0.0%,-1
Cc1ccc2nc(SCC(=O)Nc3cc(C(F)(F)F)ccc3N3CCOCC3)[nH]c2c1,3%,-7,?,-3,3%,-14%,-3,-7%,8%,-0.1%,-20

# The list itself, repeating the preview:
SMILES,USP2a inh,KCNH2 WT inh,BCR signal inh,FBPA coupling cs,GALK inhibitor,uPA surface inh,Giardia kill,Eya2 phos inh,PKM2 act,B2AR arrestin,KCNH2 3.1 block
CCCc1cc(=O)oc2c(C)c(OC(C)C(=O)NCc3ccccn3)ccc12 (configuration not stated),0%,-7,-4%,1,5%,-1%,-3,5%,0%[0.46 µM],0.0%,-1
Cc1ccc2nc(SCC(=O)Nc3cc(C(F)(F)F)ccc3N3CCOCC3)[nH]c2c1,3%,-7,?,-3,3%,-14%,-3,-7%,8%,-0.1%,-20
CCN(CC)C(=O)Cn1cc(C(=O)C(=O)NCCCN2CCCCC2)c2ccccc21,2%,31,1%,·,-9%,2%,-12,5%,-1%,0.5%,·
Cc1ccc(NC(=O)Cn2cccc2C2=NC(c3ccccc3)CO2)cc1C (configuration not stated),-9%,-6,-11%,3,0%,2%,-6,-2%,2%,-0.2%,-7
O=C(COc1ccc(S(=O)(=O)N2CCCCC2)cc1Cl)N1CCCC1,-1%,3,7%,0,6%,0%,-9,-8%,-1%,-0.7%,-12
CN(C)C(CNC(=O)c1cccc(OC(F)F)c1)c1ccco1 (configuration not stated),1%,-13,3%,-1,1%,4%,13,0%,6%,-0.6%,-6
Cc1ccc(CCNC(=O)C2CCN(S(=O)(=O)N3CCC4(CC3)OCCO4)CC2)cc1,3%,·,-1%,7,2%,-2%,15,12%,5%,-0.8%,8
O=C1Nc2ccccc2C1c1ncc(C(F)(F)F)cc1Cl (configuration not stated),1%,-3,4%,0,2%,-4%,-12,-17%,·,-0.4%,-5
COc1ccc(S(=O)(=O)N(C(C)=O)c2ccc(OC(C)=O)c3ccccc23)cc1[N+](=O)[O-],0%,·,?,-9,0%,?,?,-5%,?,-0.3%,-1
Cn1c(SCC(=O)N2CCCc3ccccc32)nnc1-c1c[nH]c2ccccc12,-1%,-7,-16%,3,-2%,7%,3,8%,-1%,0.2%,-9
CCN(CC)c1ccc(NC(=O)CCCCCN2C(=O)c3ccccc3C2=O)cc1,-6%,11,-12%,1,3%,1%,-3,0%,2%,0.1%,8
CCCCNCc1cc(Cl)c(OCCC)c(OCC)c1,3%,-21,?,-2,-2%,-7%,-1,-21%,2%,0.1%,1
CCOC(=O)c1c(-c2ccccc2Cl)cn2ccccc12,0%,1,?,-2,1%,-2%,2,-10%,8%,-0.1%,-7
CC(C)c1ccc(/C=N/NC(=O)CCNC(=O)c2ccccc2)cc1,2%,0,?,-1,14%,-5%,9,-10%,0%,0.0%,-16
CCOC(=O)Cc1csc(NC(=O)c2ccc(F)cc2)n1,4%,-1,?,0,0%,-15%,7,-2%,·,-0.1%,16
CCSCC1COC(c2cccn2Cc2ccc(C)cc2)=N1 (configuration not stated),1%,1,12%,0,·,2%,-12,-2%,-4%,-0.6%,-17
O=C(COC(=O)c1ccc(S(=O)(=O)N2CCCC2)cc1)NCc1ccc(F)cc1,2%,-9,5%,2,-3%,5%,-5,10%,-1%,-0.6%,0
CCOC(=O)c1cc(S(=O)(=O)NCc2ccco2)cn1C,2%,1,-8%,7,0%,1%,-3,14%,·,-0.1%,2
O=C(CCn1cccc1)Nc1ccc(F)cc1,1%,-3,?,6,3%,1%,0,16%,-1%,-1.0%,-1
CN(Cc1cccc2ccccc12)C(=O)c1cc(COc2c(F)cccc2F)on1,1%,10,5%,-1,2%,3%,-4,-1%,-4%,-0.5%,0
O=C(O)C1=C[C@@H](c2ccc(Br)cc2)C[C@@H](OCc2ccc(CO)cc2)O1,-1%,·,1%,12,-1%,12%,-13,6%,0%,0.0%,·
CC1(C(=O)NCCc2c[nH]c3ccccc23)C=CC2(CCCCC2)N1C(=O)c1ccccc1 (configuration not stated),-4%,-11,?,-1,·,-4%,18,-8%,0%,0.1%,4
O=C(Nc1cccc(F)c1)NC1(C(=O)N2CCOCC2)CCCCC1,4%,-10,?,0,3%,1%,21,-4%,·,-0.1%,-10
Cc1cc([N+](=O)[O-])nn1CC(=O)N1N=C(C(F)F)CC1(O)C(F)F (configuration not stated),3%,3,0%,3,1%,2%,-5,-1%,-9%,0.3%,10
O=C(NCCCO)C(=O)NCC1OCCCN1S(=O)(=O)c1cccs1 (configuration not stated),-2%,13,6%,·,-4%,11%,-6,7%,-6%,-0.4%,5
Cc1ccc2occ(C3NC(C(=O)O)CS3)c(=O)c2c1 (configuration not stated),1%,0,2%,1,0%,1%,-11,2%,8%,-0.2%,-4
CC(CCCC(C)(C)O)NCc1cn[nH]c1-c1ccc2c(c1)OCO2 (configuration not stated),-1%,6,-2%,1,1%,-2%,4,1%,0%,0.5%,2
CCOC(=O)CC(=O)Nc1nc2ccccc2s1,0%,-5,?,0,1%,5%,-4,-1%,2%,0.3%,-6
CC(C)C(=O)NCCSc1c[nH]c2ccccc12,0%,-3,-3%,3,-5%,-3%,6,-25%,-19%,-0.5%,9
Cc1cccc(Cl)c1NC(=S)N1CCN(c2ccc([N+](=O)[O-])cn2)CC1,2%,3,?,-2,2%,-5%,-19,-6%,-2%,-1.2%,-4
CCCCC1C(=O)CC[C@H]2[C@@H]1CC(=O)[C@@H]2C/C=C\CCCC(=O)O (some centres not stated),3%,-6,21µM*,10,·,?,-5,4%,-2%,-0.5%,4
O=C(CSc1nc2ncc(Br)cc2[nH]1)Nc1ccc2c(c1)OCO2,4%,-16,-16%,0,2%,0%,0,-6%,-1%,-0.7%,39
Cc1onc(-c2c(F)cccc2Cl)c1C(=O)NNC(=O)C1CCN(Cc2cccc(F)c2)CC1,4%,6,-3%,-3,2%,·,-3,-21%,-1%,0.3%,-1
CCC(C)OC(=O)C1=C(C)NC(=O)CC1c1ccccc1OC (configuration not stated),2%,9,-7%,-1,-2%,10%,?,0%,2%,-0.9%,-6
O=S(=O)(/N=C(/c1ccccc1Cl)N1CCOCC1)c1ccccc1,0%,-7,-13%,·,0%,-2%,-14,-7%,-5%,-0.5%,23
O=C(N1CCOCC1)N1CCN(C(c2ccccc2)c2ccccc2)CC1,4%,-16,-10%,5,-2%,·,-12,-13%,-2%,-0.3%,5
O=C(Nc1ccc(F)cc1)Nc1nnc(Cc2ccccc2F)s1,1%,-4,5%,2,-4%,7%,25,2%,0%,-0.4%,-15
Cc1nnc(N/N=C/C(C)c2ccccc2)[nH]c1=O (configuration not stated),-1%,-5,?,1,-1%,3%,-4,1%,9%,-0.3%,-1
CS(=O)(=O)N1N=C(c2cccs2)CC1c1ccccc1 (configuration not stated),12%,-4,0%,1,-3%,-6%,10,-12%,3%,0.2%,8
CCCOc1ccc(C2C(C(=O)/C=C/c3ccco3)=C(O)C(=O)N2CCN2CCOCC2)cc1OC (configuration not stated),0%,-1,2%,-38*,-1%,-10%,0,1%,5%,0.0%,13
CC(C)C(NC(=O)c1ccco1)C(=O)NCC(c1ccco1)N1CCCCC1 (configuration not stated),0%,0,?,3,0%,1%,6,-6%,2%,-0.2%,10
COc1ccc(C2=Nc3ccccc3OC2)cc1,0%,-3,?,0,0%,-12%,-4,-12%,-15%,-0.1%,3
Cn1c2ccccc2c(=O)c2c(=O)n(Cc3ccco3)c(COc3ccccc3)nc21,-12%,-11,-5%,-2,-3%,1%,-11,-5%,?,-0.2%,-21
CC1Sc2ccc(S(=O)(=O)N3CCC(C(=O)Nc4ccc(Cl)cc4)CC3)cc2NC1=O (configuration not stated),1%,-5,-7%,·,2%,?,25,3%,·,0.4%,-4
COC(=O)c1[nH]c2cc(OC)ccc2c1NC(=O)CN1CCN(c2cccc(C)c2)C(C)C1 (configuration not stated),-6%,2,1%,3,2%,-12%,6,-1%,-3%,-0.2%,1
Cn1c(=O)[nH]c(=O)c2c1nc(N1CCCCCC1)n2CCOc1ccccc1,3%,-3,8%,-4,-1%,-6%,1,3%,3%,0.0%,-6
